Tau FP inhib – tau fibrillization inhibition (FP). P10636. K18 P301L tau heparin fibrillization, Alexa594 FP, 6 h. Potency, µM (doses to about 57.7 µM), without a hit: top-dose activity, negative = inhibition, usual class: inhibitors. 280,000 compounds, 0.39% hits. AID 1468; further: nearly all actives have a fitted effect of over 55% in size
Target sequence (P10636 561-689 P618L limits assumed): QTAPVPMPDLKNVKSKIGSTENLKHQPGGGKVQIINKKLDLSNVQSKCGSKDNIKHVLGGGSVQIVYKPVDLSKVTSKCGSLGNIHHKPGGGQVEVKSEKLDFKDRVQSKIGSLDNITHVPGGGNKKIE
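Steps: dispense K18 P301L tau (15 uM plus 0.24 uM Alexa 594 tracer, final) in pH 7 sodium acetate; add compound; add heparin (20 uM final); incubate 6 hr, 37 C; add ThT (30 uM final); after 1 hr ambient, read FP.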
KDM4E inh – inhibitors of human JMJD2E histone demethylase | B2RXH2 | Potency, µM (doses to about 57.1 µM), without a hit: top-dose activity change, negative = inhibition, actives largely listed as inhibitors | JMJD2E catalytic domain, FDH-coupled NADH fluorescence (FDH is formaldehyde dehydrogenase) | 230,000 compounds, 1.6% hits | AID 2147; active means well fitted inhibition curve with a large enough effect, not every such curve was filed as active; inconclusive means small, poorly fitted or top-dose-only effect, or another doubt; inactive means no such curve, though single readings can be large or run the other way;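 further: 0% = wells with enzyme and -100% = buffer wells without enzyme; nearly all actives have a fitted effect of over 50% in size; many of its hits are not listed in these tables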
Target sequence (B2RXH2 1-337 limits assumed): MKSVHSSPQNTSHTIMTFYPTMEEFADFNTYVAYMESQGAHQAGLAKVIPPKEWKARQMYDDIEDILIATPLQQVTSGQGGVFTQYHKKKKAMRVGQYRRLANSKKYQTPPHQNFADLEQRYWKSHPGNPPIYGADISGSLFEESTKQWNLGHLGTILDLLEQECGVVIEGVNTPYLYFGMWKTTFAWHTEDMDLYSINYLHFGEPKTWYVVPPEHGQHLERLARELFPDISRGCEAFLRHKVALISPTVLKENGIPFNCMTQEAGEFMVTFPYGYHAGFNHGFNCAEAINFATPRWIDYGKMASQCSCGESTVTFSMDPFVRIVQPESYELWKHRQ
TR SRC2 fluor cs – counter-screen for TRb-SRC2 inhibitors: fluorescence interference; TRb/SRC2 Texas Red total fluorescence interference; Potency, µM (series often up to 106 µM), for the others: top-dose fluorescence change, negative = quenching; 280,000 compounds, 0.29% hits; AID 1479; active means well fitted curve in either direction with a large enough effect; inconclusive means small, poorly fitted or top-dose-only effect
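Flags fluorescent or light-absorbing compounds by total fluorescence, S + 2P, at 555 nm excitation and 632 nm emission. Mixture: 20 nM Texas Red SRC2 peptide, 0.6 uM human TRb LBD, 1 uM T3, 5% DMSO; compound exposure 5 h at ambient temperature.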
TRb-SRC2 inh – disrupts binding of human TR beta to SRC2; TRbeta-SRC2 peptide binding, fluorescence polarization; receptor liganded with 1 µM T3; Potency, µM (highest dose often 106 µM), without a hit: at the highest dose activity change, negative = inhibition, most hits filed as inhibitors; P10828; 280,000 compounds, 0.065% hits;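 further: plate controls were bound peptide for no effect and peptide without receptor for full effect; nearly all actives have a fitted effect of over 50% in size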
Target sequence (P10828 whole entry, looked up): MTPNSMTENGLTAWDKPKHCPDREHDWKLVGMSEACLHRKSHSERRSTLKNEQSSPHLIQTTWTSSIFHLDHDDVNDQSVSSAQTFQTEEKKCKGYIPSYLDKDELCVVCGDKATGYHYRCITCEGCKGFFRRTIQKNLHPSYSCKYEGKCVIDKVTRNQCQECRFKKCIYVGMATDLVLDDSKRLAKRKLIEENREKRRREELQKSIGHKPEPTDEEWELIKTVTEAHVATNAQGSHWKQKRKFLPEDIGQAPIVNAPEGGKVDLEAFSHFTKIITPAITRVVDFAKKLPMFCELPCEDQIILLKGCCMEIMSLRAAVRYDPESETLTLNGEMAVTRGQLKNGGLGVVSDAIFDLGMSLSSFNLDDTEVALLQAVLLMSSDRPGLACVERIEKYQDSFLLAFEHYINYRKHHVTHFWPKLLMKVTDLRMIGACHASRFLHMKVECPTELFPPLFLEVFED
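Compounds were added to 0.6 uM TRb ligand-binding domain and 20 nM Texas Red-labeled SRC2 peptide in Tris buffer containing 1 uM T3, incubated 5 hr at ambient temperature, then read by fluorescence polarization.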
L3MBTL1 inh – blocks human L3MBTL1; Q9Y468; AlphaScreen L3MBTL1–H3K9me1 peptide binding; Potency, µM (doses to about 57.1 µM), for inactives: at the highest dose activity, negative = inhibition, usual class: inhibitors; 230,000 compounds, 0.66% hits; AID 485360; further: nearly all actives have a fitted effect of over 60% in size
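First, the protein-peptide complex forms for 30 min at room temperature (L3MBTL1 50 nM, biotinylated H3K9me1 peptide 75 nM). Next, compounds are pin-transferred and incubated 30 min. Finally, AlphaScreen beads are added and read after 30 min.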
Tau fibril ThT – inhibitors of human tau fibril formation, thioflavin T binding; recombinant tau K18 P301L (four-repeat tau fragment), heparin-induced fibrillization, ThT fluorescence; Potency, µM (series often up to 57.4 µM), for the others: at the top dose activity, negative = inhibition, usual class: inhibitors; 270,000 compounds, 2.1% hits; AID 1460; further: nearly all actives have a fitted effect of over 55% in size
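Recombinant human tau K18 fragment […] carrying P301L, 15 uM unlabeled plus 0.24 uM Alexa 594-labeled, was fibrillized with 20 uM heparin in 100 mM sodium acetate pH 7 for 6 hr at 37 C; 30 uM ThT fluorescence read after 1 hr.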
GoLoco inh red – inhibitors of human Gai1-RGS12 GoLoco interaction (red fluorophore). P63096. Gai1:RGS12 GoLoco peptide FP, rhodamine, 10 min. Potency, µM (series often up to 61.6 µM), for the others: top-dose activity, negative = inhibition, hits mostly inhibitors. 230,000 compounds, 0.44% hits; active means well fitted inhibition curve with a large enough effect, not every such curve was filed as active; inactive means no such curve, though single readings can be large or run the other way; further: nearly all actives have a fitted effect of over 30% in size; many of its hits are not listed in these tables
RECQ1 inh – RECQ1 (human) helicase inhibition. Potency, µM (top dose mostly 57.3 µM), inactives show at the highest dose activity, negative = inhibition, most hits filed as inhibitors. 240,000 compounds, 0.54% hits. RECQ1 DNA unwinding, red fluorescence kinetic read. P46063. AID 2549;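 further: plate controls were vehicle for no effect and no enzyme for full effect; nearly all actives have a fitted effect of over 30% in size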
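50 nM RECQ1T1 preincubated 15 min with compound in Tris pH 8.0 buffer with MgCl2, DTT, Tween-20 and 2.5 ug/ml poly(dI-dC); started with 200 nM TAMRA/BHQ-2 forked duplex and 2 mM ATP. Unwinding read as fluorescence (525/598 nm), two reads 2 h apart.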
Numbers without * were called inactive; i = inactive; ? = inconclusive; . = no result given; [ ] = dose if it differs, or a comment. Unless noted, the call rests on the fitted dose curve; in most records, active means well fitted curve in the direction sought with a large enough effect; inconclusive means small, poorly fitted or top-dose-only effect, or another doubt; inactive means no such curve, though single readings can be large; an effect the other way counts as inactive or inconclusive. Unless noted, on the % scale 0 is the no-effect control and ±100 the full control effect; potency means the concentration at half of the fitted maximal effect. An excerpt; the hit share may differ from the screen's.

SMILES	Tau FP inhib	KDM4E inh	TR SRC2 fluor cs	TRb-SRC2 inh	L3MBTL1 inh	Tau fibril ThT	GoLoco inh red	RECQ1 inh
CC(C)Cc1nnc(NC(=O)CCC(=O)N2CCN(c3ccccn3)CC2)s1	3%	?	-1%	-16%	.	?	12%	-8%
COc1ccccc1N1CCN(C(=O)c2ccc(S(=O)(=O)N3CCCCCC3)cc2)CC1	-4%	1%	-7%	-5%	1%	?	-7%	i
Cc1csc(NC(=O)CSc2nnc(-c3ccncc3)n2C)n1	-11%	1%	-2%	-6%	8%	-8%	6%	-2%
O=C(c1cc(-c2ccncc2)nc2ccc(Br)cc12)N1CCN(c2ccccn2)CC1	?	6%	-3%	-15%	.	-21%	11%	i
COC(=O)COc1ccc(S(=O)(=O)Nc2ccc(C(N)=O)cc2)cc1	1%	-1%	-2%	6%	.	-3%	2%	-1%
O=C(CSc1nnc(-c2ccccc2)n1Cc1ccccc1)N1CCCC1	-2%	7%	4%	-6%	1%	-1%	-2%	-10%
CC1CCN(CCC(=O)N/N=C/c2ccc([N+](=O)[O-])cc2)CC1	9%	-5%	-4%	-3%	.	?	3%	0%
CCC(=O)Nc1cccc(NC(=O)c2ccc(C)cc2Cl)c1	16%	-5%	-8%	-6%	36%	15%	0%	i
COc1ccc(CSc2nnc(C)s2)cc1F	6%	2%	-4%	5%	.	-9%	-6%	-6%
O=C1c2cc(S(=O)(=O)NCCO)ccc2-c2ccc(S(=O)(=O)NCCO)cc21	3%	7%	0%	-4%	-2%	-3%	0%	-7%
CCOc1ccccc1C1C(C#N)=C(N)Nc2onc(-c3ccccc3)c21 (stereo unspecified)	-7%	-16%	1%	2%	-2%	?	10%	-10%
Cc1ccc(NC(=O)CSc2ncc(-c3ccccc3)[nH]2)cc1	5%	.	-1%	2%	.	-9%	.	.
O=C(Nc1cccc(-c2ccc3nncn3n2)c1)c1ccco1	2%	1%	-1%	-2%	.	-17%	-1%	-4%
Cc1ccccc1NC(=O)c1cccc(N2C(=O)C3C4CCC(C4)C3C2=O)c1 (stereo unspecified)	-7%	1%	-3%	-5%	.	-11%	8%	i
Cc1ccc(OCCNC(=O)C2CCCCC2)cc1	2%	5%	-3%	0%	-1%	-6%	-3%	14%
CC1CCCCC1NC(=O)/C(C#N)=C/c1ccc(F)c(F)c1 (stereo unspecified)	11%	3%	0%	-8%	10%	-9%	2%	-1%
CC1=C(Sc2ccccn2)C(=O)NC(C)(C)C1	-1%	-1%	-1%	-11%	.	-16%	1%	-10%
O=CNCC(=O)NC1CCCCCC1	-3%	0%	-3%	-19%	-2%	-6%	-3%	i
Cc1cccc(NS(=O)(=O)c2ccc(C3CCCCC3)cc2)c1	?	-2%	-1%	3%	10%	-16%	0%	-9%
COc1ccc(C2=Nn3c(nnc3-c3cc(C)[nH]n3)SC2)cc1	-4%	20%	-1%	6%	-5%	?	22%	-34%
O=C(O)C(C/C(=N/O)c1ccc(Br)cc1)P(=O)(c1ccccc1)c1ccccc1 (stereo unspecified)	2%	3%	-3%	-1%	0%	-18%	9%	i
CC(=C/c1ccc(C(C)C)cc1)/C=N/NC(=O)Cn1nc(C)cc1C	14%	-2%	-1%	2%	3%	?	5%	-3%
CC12C=CC3(O1)C(C(=O)N(c1ccccc1)C3C(=O)NC1CCCC1)C2C(N)=O (stereo unspecified)	6%	6%	3%	-9%	1%	-2%	9%	-4%
Cc1nc2nc(SCC(=O)NC3CCCCC3)nn2c(C)c1Cc1ccccc1Cl	-3%	.	-3%	10%	.	?	.	.
N#Cc1ccc(C(=O)Nc2ccccc2-c2nc3ccccc3s2)c(F)c1	-14%	.	?	5%	.	-2%	.	.
Cc1ccc(-n2nc(C)c3c(C(=O)Nc4ccc(C)cc4Cl)cc(C)nc32)cc1	-15%	.	-31%	5%	.	-7%	.	.
COC(=O)c1ccc(N(C(=O)c2ccco2)C(C(=O)NC2CCCC2)c2ccco2)cc1 (stereo unspecified)	2%	8%	1%	9%	-2%	-9%	19%	1%
COc1ccccc1NC(=O)Cn1cnc2c(cnn2-c2ccc(C)c(C)c2)c1=O	-3%	-24%	3%	-1%	3%	-13%	-7%	13%
CCN(CC)S(=O)(=O)c1ccc(Cl)c(C(=O)NC2CCCC2)c1	0%	-4%	0%	14%	4%	-1%	5%	-6%
COc1ccc(-c2nc3c(-c4ccc(F)cc4)cnn3cc2C)cc1F	?	6%	-4%	-6%	35%[activator]	?	0%	-2%
O=C(C1CCN(Cc2ccc(OCc3ccccc3)cc2)CC1)N1CCCC1	7%	1%	-1%	8%	7%	14%	0%	2%
Fc1cccc(NC(=S)N2CCCCC2)c1	-4%	2%	-1%	-2%	5%	-12%	3%	4%
O=C(NNC(=S)Nc1ccccc1)c1cccs1	-2%	12%	-1%	3%	2%	-2%	6%	-7%
CCSc1nc2ccccc2n1CC(=O)N1CCCCC1	3%	2%	-4%	-2%	0%	8%	1%	-9%
CCOc1ccc(/C=C/C(=O)Nc2sc3c(c2C(=O)OC)CCCC3)cc1	-3%	.	-3%	4%	.	?	.	.
CCN(CC)S(=O)(=O)c1cc(C(=O)OCC(=O)Nc2cccc(S(=O)(=O)N(C)C)c2)ccc1F	?	0%	1%	1%	.	-3%	12%	i

2 entries from above in another layout.
Results follow in this order: Tau FP inhib	KDM4E inh	TR SRC2 fluor cs	TRb-SRC2 inh	L3MBTL1 inh	Tau fibril ThT	GoLoco inh red	RECQ1 inh
> O=C(NNC(=S)Nc1ccccc1)c1cccs1
  -2%	12%	-1%	3%	2%	-2%	6%	-7%
> CCSc1nc2ccccc2n1CC(=O)N1CCCCC1
  3%	2%	-4%	-2%	0%	8%	1%	-9%

Two records picked at random from those above, as already listed:
SMILES	Tau FP inhib	KDM4E inh	TR SRC2 fluor cs	TRb-SRC2 inh	L3MBTL1 inh	Tau fibril ThT	GoLoco inh red	RECQ1 inh
O=C1c2cc(S(=O)(=O)NCCO)ccc2-c2ccc(S(=O)(=O)NCCO)cc21	3%	7%	0%	-4%	-2%	-3%	0%	-7%
Cc1csc(NC(=O)CSc2nnc(-c3ccncc3)n2C)n1	-11%	1%	-2%	-6%	8%	-8%	6%	-2%

Following part.
SMILES	Tau FP inhib	KDM4E inh	TR SRC2 fluor cs	TRb-SRC2 inh	L3MBTL1 inh	Tau fibril ThT	GoLoco inh red	RECQ1 inh
CCc1ccc(C2CC(c3ccccc3C)n3nc(N)nc3N2)cc1 (stereo unspecified)	10%	0%	-2%	0%	0%	-12%	9%	-4%
N#CC[n+]1cc(-c2ccc(Cl)cc2)n2c1CCC2	-7%	7%	0%	5%	-5%	-3%	6%	-2%
CCCCNC(=O)OC1CCS(=O)(=O)C1 (stereo unspecified)	-5%	5%	0%	-11%	2%	-4%	-1%	-11%
COc1cc(-c2nc3ccccn3c2/N=C/c2ccccc2)ccc1O	-15%	?	-4%	-2%	-1%	?	0%	-13%
CCCCC=O	.	.	-1%	-4%	.	.	11%	1%
CNC(=O)[C@@]1(Cc2ccccc2)C=C[C@@H](C)N1C(=O)OC	-2%	-11%	-10%	-3%	.	2%	5%	-7%
COc1ccc2c(c1)nc(NCCO)n2C	-2%	-1%	-1%	1%	-10%	-6%	4%	6%
CC(=O)Nc1ccc(S(=O)(=O)Nc2cccc(-c3ccc(N4CCCCCC4)nn3)c2)cc1	?	.	-2%	7%	.	4%	.	.
Cn1c(=O)c2cc(S(=O)(=O)NC(C(=O)N3CCCCCC3)c3ccccc3)ccc2n(C)c1=O (stereo unspecified)	2%	-6%	-3%	-4%	.	-6%	0%	-14%
COc1ccc(-n2nc([N+](=O)[O-])c(=NCCc3ccc(C)cc3)n2O)cc1	14%	7%	0%	2%	.	?	3%	i
O=C(/C=C\c1cn(-c2ccccc2)nc1-c1cccs1)N1CCOCC1	-7%	?	1%	-5%	5%	2%	7%	-3%
Cn1cc(SCC(=O)N2CCN(c3ccccc3)CC2)c2ccccc21	0%	-3%	-1%	-7%	.	?	-3%	-8%
O=S(=O)(c1ccc(Cl)cc1)N1CCC(N2CCOCC2)CC1	-4%	?	0%	-11%	.	-15%	-8%	13%
O=C(NCC(c1ccc2c(c1)OCO2)N1CCOCC1)C(=O)Nc1ccc(F)cc1F (stereo unspecified)	4%	.	3%	-1%	.	0%	.	.
Cc1nc2ccccc2n2c(O)c(CC(=O)O)cc12	1%	?	26%	?	-6%	-15%	13µM*	-16%
CCN(c1cc(C)cc(C)c1)S(=O)(=O)c1nnc(NC(=O)c2cccc(F)c2)s1	4%	.	3%	-2%	.	7%	.	.
Cc1ccc(N(C(=O)c2nsc(Cl)c2Cl)C(C(=O)NC2CCCC2)c2ccc(O)cc2)cc1C (stereo unspecified)	-7%	-6%	2%	-1%	-1%	-8%	-3%	-6%
COc1cccc(CC(C(=O)Nc2cc(C)ccc2C)c2nn[nH]n2)c1OC (stereo unspecified)	-2%	0%	3%	3%	12%	-13%	8%	15%
COC(=O)CCN(C1CCCCC1)S(=O)(=O)c1ccc(S(=O)(=O)N2CCCCC2)cc1	-1%	7%	0%	-2%	-5%	-11%	-7%	-1%
Cc1noc(C)c1NC(=O)N1CCN(Cc2ccccc2)CC1	2%	8%	-2%	2%	8%	-12%	5%	-7%
CN(Cc1nc(-c2cccs2)no1)CC(O)c1ccccc1 (stereo unspecified)	-13%	2%	-6%	-1%	5%	0%	3%	i
O=C1c2ccccc2C(=O)N1CCCCn1c(=O)oc2ccccc21	7%	-1%	0%	-7%	-7%	-3%	-1%	-9%
Cc1ccc(S(=O)(=O)Cc2ccc(C(=O)N3CCCC3)o2)cc1	0%	-2%	2%	8%	.	-7%	0%	-2%

Filtered by structure: the entries above with a nitro group on carbon
SMILES	Tau FP inhib	KDM4E inh	TR SRC2 fluor cs	TRb-SRC2 inh	L3MBTL1 inh	Tau fibril ThT	GoLoco inh red	RECQ1 inh
CC1CCN(CCC(=O)N/N=C/c2ccc([N+](=O)[O-])cc2)CC1	9%	-5%	-4%	-3%	.	?	3%	0%
COc1ccc(-n2nc([N+](=O)[O-])c(=NCCc3ccc(C)cc3)n2O)cc1	14%	7%	0%	2%	.	?	3%	i

Screening data deposited in PubChem by National Center for Advancing Translational Sciences (NCATS).
